Screens (PubChem)
PREPL inh: inhibits the human prolyl oligopeptidase-like enzyme | recombinant PREPL, fluorescence polarization activity-based probe | inhibition, % at 5.96 µM | actives 0.68% (n = 320,000) | AID 2751; in the data active = inhibition above about 43%;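 note: 0% = enzyme with DMSO and 100% = wells lacking enzyme; many of its hits are not listed in these tables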
PAFAH1B3 FP inh: PAFAH1B3 (human) inhibition. actives 0.28% (n = 340,000). inhibition, % at 3.39 µM. recombinant PAFAH1B3, FP-rhodamine probe, fluorescence polarization;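 active = inhibition above the screen-wide average of all tested compounds plus 3 SD, cut at about 25% in these data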;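 note: 0% = enzyme with DMSO only and 100% = wells lacking PAFAH1B3 protein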
Target sequence (Q15102 whole entry, looked up): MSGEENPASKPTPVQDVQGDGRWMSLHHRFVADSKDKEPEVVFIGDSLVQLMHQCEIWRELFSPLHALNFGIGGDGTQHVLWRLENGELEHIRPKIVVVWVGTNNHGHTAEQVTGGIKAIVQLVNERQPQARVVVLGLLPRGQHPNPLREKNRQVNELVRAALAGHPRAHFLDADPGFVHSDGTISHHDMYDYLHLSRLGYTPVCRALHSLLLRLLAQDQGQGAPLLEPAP
LYPLA1 counter: LYPLA1 (human) inhibition in PME1 counter-screen; O75608; recombinant LYPLA1, FP-Rh probe fluorescence polarization; inhibition, % at 5.9 µM; actives 0.16% (n = 320,000); AID 2174;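 active = inhibition above the mean of all tested compounds plus 3 SD, set per campaign, cut at about 14% in these data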;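 note: inhibitors block serine hydrolase probe labeling of LYPLA1 so polarization falls; 0% = enzyme with DMSO and 100% = wells lacking LYPLA1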
pPAFAH inh: inhibitors of human plasma PAF acetylhydrolase (pPAFAH) | inhibition, % at 3.39 µM | recombinant pPAFAH, FP-rhodamine probe fluorescence polarization | AID 463082 | actives 1.5% (n = 330,000);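 active = inhibition above the mean inhibition across the screen plus 3 SD, cut at about 25% in these data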;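 note: inhibitors block binding of the rhodamine activity-based probe so polarization drops; 0% = enzyme with DMSO and 100% = wells lacking pPAFAH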
Target sequence (Q13093 whole entry, looked up): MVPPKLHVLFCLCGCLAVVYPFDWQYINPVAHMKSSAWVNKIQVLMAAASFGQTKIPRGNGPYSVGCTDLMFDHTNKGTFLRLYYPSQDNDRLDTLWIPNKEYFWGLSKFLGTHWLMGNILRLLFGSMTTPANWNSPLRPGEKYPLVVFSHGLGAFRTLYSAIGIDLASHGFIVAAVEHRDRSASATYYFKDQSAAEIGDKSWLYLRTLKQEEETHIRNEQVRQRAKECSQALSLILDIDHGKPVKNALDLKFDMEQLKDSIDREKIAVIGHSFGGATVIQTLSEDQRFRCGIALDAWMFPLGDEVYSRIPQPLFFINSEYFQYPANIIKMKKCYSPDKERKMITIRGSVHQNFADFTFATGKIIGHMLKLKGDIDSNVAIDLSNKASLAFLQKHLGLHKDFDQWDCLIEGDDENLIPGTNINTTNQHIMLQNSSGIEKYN
PAFAH2 FP inh: PAFAH2 (human) inhibition. Q99487. AID 492956. actives 0.99% (n = 340,000). recombinant PAFAH2, FP-rhodamine activity probe, fluorescence polarization. inhibition, % at 3.39 µM;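 active = inhibition above the mean over all tested compounds plus 3 SD, cut at about 30% in these data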;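 note: inhibitors block probe labeling of enzyme so polarization drops; 0% = enzyme with DMSO and 100% = wells lacking PAFAH2 protein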
LYPLA2 counter: LYPLA2 (human) inhibition in PME1 counter-screen; O95372; recombinant LYPLA2, FP-Rh probe fluorescence polarization; inhibition, % at 5.9 µM; actives 0.38% (n = 320,000); AID 2177;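 active = inhibition above the screen-wide mean plus 3 SD, limit set per campaign, cut at about 26% in these data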;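 note: 0% = LYPLA2 with DMSO and 100% = wells lacking LYPLA2 enzyme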
ZTA DNA inh: counter-screen for EBNA-1 inhibitors: inhibitors of Epstein-Barr virus ZTA; AID 2234; P03206; ZTA-DNA binding, fluorescence polarization; actives 0.15% (n = 320,000); inhibition, % at 11 µM; in the data active = inhibition above about 33%
EBNA-1 inhibitor: blocks EBNA-1 binding to DNA; inhibition, % at 14.8 µM; AID 1950; EBNA-1 DNA binding, fluorescence polarization; actives 0.34% (n = 300,000); in the data active = inhibition above about 28%
PAFAH1B2 FP inh: blocks human PAF acetylhydrolase 1b catalytic subunit 2. P68402. recombinant PAFAH1B2, FP-rhodamine activity probe, fluorescence polarization. inhibition, % at 3.39 µM. actives 1.2% (n = 340,000). AID 492953;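 active = inhibition above the mean of all tested compounds plus 3 SD, cut at about 24% in these data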;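 note: 0% = enzyme with DMSO and 100% = wells lacking PAFAH1B2; many of its hits are not listed in these tables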
Target sequence (P68402 whole entry, looked up): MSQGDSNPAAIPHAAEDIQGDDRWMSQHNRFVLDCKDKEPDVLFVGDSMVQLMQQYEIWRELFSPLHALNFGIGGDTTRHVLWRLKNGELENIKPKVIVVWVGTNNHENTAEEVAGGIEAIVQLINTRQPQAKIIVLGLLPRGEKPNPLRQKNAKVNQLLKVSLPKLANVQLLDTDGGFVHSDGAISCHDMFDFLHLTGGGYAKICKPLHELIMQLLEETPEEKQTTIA
* hit, by the source's call; . = not tested or not shown. Some of the compounds tested; the hit share may differ from the screen's.

SMILES | PREPL inh | PAFAH1B3 FP inh | LYPLA1 counter | pPAFAH inh | PAFAH2 FP inh | LYPLA2 counter | ZTA DNA inh | EBNA-1 inhibitor | PAFAH1B2 FP inh
CN(Cc1cnn(Cc2ccccc2)c1)C(=O)c1cccc(S(=O)(=O)N2CCOCC2)c1 | 11 | 1 | 4 | 2 | 0 | 0 | -5 | . | 4
COc1ccc(C(=O)Nc2nnc(Cc3cccs3)s2)cc1OC | -6 | 0 | -4 | 2 | 2 | -6 | 12 | 30* | 0
CC1=Nn2c(nnc2-c2ccccn2)SC1 | 8 | 6 | -2 | 5 | -4 | 7 | 8 | 3 | 2
COc1ccccc1C(=O)Oc1ccc(C(C)(C)C)cc1 | 20 | -2 | -5 | -2 | -7 | -5 | -12 | -16 | -2
Cc1nc2c(-c3ccc(F)cc3)cnn2c(N)c1-c1ccc(F)cc1 | 3 | 8 | 0 | 4 | 0 | 3 | 38* | -1 | -1
CS(=O)(=O)N(CC(=O)N1CCCC1)c1cccc(Cl)c1 | -2 | 1 | -4 | 1 | 7 | -11 | 1 | 4 | 3
Cc1cc(C)cc(NC(=O)c2ccccc2CC[N+](=O)[O-])c1 | 4 | 0 | 0 | -1 | -2 | 5 | -2 | 3 | -6
CCn1c(=O)n(CC)c2cc(S(=O)(=O)N3CCC(c4ccccc4)CC3)ccc21 | -52 | 3 | 2 | 0 | 4 | 13 | 2 | 6 | 1
Fc1ccccc1COc1ccc(Br)cc1CNCC1CCCO1 (configuration not stated) | -10 | 2 | 0 | 4 | -2 | 2 | 6 | 2 | -1
Cc1ccc(S(=O)(=O)N(CC(O)CN2CCOCC2)c2cc(Cl)ccc2Cl)cc1 (configuration not stated) | -16 | 2 | 4 | 2 | 0 | -4 | -3 | 2 | 2
Cc1cccc(N2C(=O)N3[C@H](c4ccc(Br)cc4)[C@@H]4C(=O)N(C(C)(C)C)C(=O)[C@@H]4[C@]3(Cc3ccc(Cl)cc3)C2=O)c1 | 16 | 2 | -6 | 5 | -7 | -16 | 15 | -10 | 0
O=C(Nc1ccccc1)c1cn(CCBr)cn1 | -1 | 13 | -2 | 2 | -6 | 4 | -5 | 4 | 3
O=C(O)CCCC(=O)Nc1ccccc1Oc1ccccc1 | -7 | -3 | -1 | 2 | 6 | -3 | -6 | 0 | 4
C#CCOCCOCCOCCNc1nc(N2CCN(C(=O)[C@H](CCCCN)n3cc([C@@H](N)[C@H](C)CC)nn3)CC2)nc(N2CCN(C(=O)[C@H](CCC(=O)O)n3cc([C@@H](N)CCCCN)nn3)CC2)n1 | 19 | 7 | . | 5 | -4 | . | . | . | 5
Cc1cccc(NC(=O)C2C(c3ccccc3)C2(Cl)Cl)c1C (configuration not stated) | 18 | 3 | -4 | 1 | -10 | 0 | 10 | 1 | 5
COC(=O)c1ccc2c(=O)n(CCCCCC(=O)O)c(=S)[nH]c2c1 | -2 | 6 | -2 | -2 | -5 | -2 | -7 | -2 | -4
Cc1ccsc1/C=N/NC(=O)C1C(=O)NCC1c1ccccc1 (configuration not stated) | -8 | . | 3 | 0 | . | 0 | -3 | -2 | .
O=C(CSc1nnc(CNC(=O)c2ccco2)o1)Nc1ccc(F)cc1 | -4 | 7 | 1 | 4 | 5 | 1 | 10 | 13 | 6
COc1ccccc1/C=C/C(=O)N1CCN(S(=O)(=O)c2cc(C)ccc2C)CC1 | 20 | 5 | 0 | 10 | 3 | -1 | 5 | . | 0
OC(CN1CCOCC1)Cn1cnc2ccccc21 (configuration not stated) | -2 | 6 | -1 | -4 | -5 | 0 | 1 | 0 | 4
Cc1cccc(C(=O)N2CCC(N3CCC(C(=O)N4CCOCC4)CC3)CC2)c1 | 2 | 2 | -2 | -2 | -13 | 4 | -3 | 14 | -3
CC(C)c1ccc(NC(=O)COC(=O)C2CCCCC2)cc1 | 5 | 2 | 2 | 7 | 45* | 3 | 18 | . | 2
Cc1nc2nc(SCC(=O)NCCCN3CCCC3)nn2c(C)c1Cc1ccccc1Cl | 7 | 3 | 3 | 3 | 0 | 11 | -14 | -7 | -3
CCOC(=O)c1c(N)sc(C(=O)N(C)C)c1CN1CCOCC1 | -2 | 3 | -1 | 3 | 8 | 6 | 0 | 1 | 2
Cc1nn(C)cc1CNC(=O)c1ccc(Br)o1 | 1 | 8 | 2 | 4 | 11 | 3 | 6 | 12 | 6
O=C(CCN1CCc2ccccc21)c1ccc2c(c1)OCCO2 | 14 | 15 | -4 | 15 | 11 | -3 | 16 | 5 | 7
O=C(CSc1nc2ccccc2nc1SCC(=O)N1CCCCC1)N1CCCCC1 | 4 | 17 | -2 | 1 | 0 | 1 | 7 | -21 | -3
O=C1c2cccc([N+](=O)[O-])c2C(=O)N1C1CCCCC1 | -2 | 11 | 2 | 0 | 0 | -1 | -14 | -1 | 4
COc1ccccc1NC(=O)c1ccc(NS(=O)(=O)c2ccc(F)c(Cl)c2)cc1 | -4 | 2 | -3 | 19 | 2 | 0 | -2 | 7 | 5
CCn1c2ccccc2c2cc(/C=N/n3cnnc3)ccc21 | 3 | -3 | -5 | 1 | -4 | -4 | -2 | -4 | 1
COc1ccc(-n2c(=O)[nH]cc(C(=O)Nc3ccccc3)c2=O)cc1 | -3 | 0 | 0 | 6 | 1 | -2 | -5 | 4 | 0
Cc1nn(Cc2ccc(C(=O)O)o2)c(C)c1[N+](=O)[O-] | -1 | 6 | -4 | 4 | -5 | -3 | -6 | 2 | -3
CCOC(=O)c1sc2nc(SCC#N)n(CC3CCCO3)c(=O)c2c1C (configuration not stated) | 14 | 4 | -2 | 0 | -6 | -1 | 5 | 2 | 4
CCN(CC)S(=O)(=O)c1ccc(/C=C/C(=O)N(c2ccccn2)C2CCCCC2)cc1 | 1 | -3 | -5 | -1 | -1 | -4 | 17 | 8 | 3
CCOc1ccc(-c2nnn(CC(=O)c3cc(OC)ccc3OC)n2)cc1 | -7 | -17 | -6 | -8 | -16 | -9 | -7 | -5 | -7
CCCCCn1c(S(=O)(=O)O)nc2ccccc21 | 7 | 5 | 2 | 1 | 3 | -3 | -1 | -1 | 8
CCOc1ccccc1NC(=O)Nc1ccsc1C(=O)OC | 2 | 7 | 1 | 4 | 3 | 0 | 3 | 7 | 7
O=c1cc[nH]c2c(C(F)(F)F)cccc12 | 2 | 0 | -1 | 2 | -3 | 6 | -5 | 4 | 2
CC(C)(C)NC(=O)CN(Cc1ccc(F)cc1)C(=O)Cn1nnc(-c2ccc(F)cc2)n1 | 13 | 2 | 1 | 1 | -5 | 0 | 3 | -5 | -7
O=C(c1cccc(S(=O)(=O)N2CCOCC2)c1)N1CCN(c2ccccc2)CC1 | 24 | 6 | 2 | 1 | 9 | 2 | -10 | . | 3
Cc1ccc2[nH]cc(S(=O)(=O)c3ccc(F)cc3)c(=O)c2c1 | -5 | 4 | 0 | 4 | 1 | 1 | 11 | -1 | 1
CCCOc1cc(C)c(S(=O)(=O)NC2CC(C)(C)NC(C)(C)C2)cc1C | 14 | 7 | 1 | -1 | -2 | 7 | -10 | 4 | 0
C/C(CC(=O)Nc1ccc(OCc2ccccc2)cc1)=N\NC(=O)C(=O)Nc1cccc(C)c1 | 7 | 7 | -12 | 3 | 1 | -14 | 5 | -1 | 7
Cc1ccc(CN2CCN(/N=C/c3ccc(O)c(O)c3)CC2)cc1 | 27 | 10 | 1 | 16 | 6 | 7 | 6 | 0 | 2
Cn1c(=O)c2c(ncn2CC(=O)Nc2ccc(N3CCOCC3)cc2)n(C)c1=O | 8 | -4 | -6 | -3 | 4 | -12 | -5 | -10 | 1
O=c1c2c3c(sc2n2c(=S)[nH]nc2n1-c1ccccc1)CCC3 | 0 | . | 0 | 4 | . | 0 | 4 | -4 | .
CC(=O)c1ccc(NC(=O)CSc2nnc(NC(=O)C3CC3)s2)cc1 | -5 | 7 | 1 | 5 | -3 | 2 | 13 | 5 | 4
NC(=O)c1c(N)sc(=S)n1CC1CCCO1 (configuration not stated) | 13 | 8 | 0 | 0 | 0 | -2 | -1 | 3 | 1
CN(c1ccc(OCC(=O)N2CCCCC2)cc1)S(=O)(=O)c1cccs1 | -5 | 10 | 1 | -8 | -3 | 1 | -15 | 5 | 4
CCc1cccc(CC)c1NC(=O)COC(=O)c1cccc(-c2ccc(OC(C)=O)cc2)c1 | 15 | -1 | 2 | -1 | 19 | 7 | -11 | 6 | -6
Cc1cccc(N2CC(C(=O)Nc3ccccc3N3CCCC3)CC2=O)c1C (configuration not stated) | 1 | 5 | 4 | 1 | 1 | -1 | 15 | 13 | 5
COc1cc(OC)cc(-c2c(C#Cc3ccsc3)c3cc(-c4ccc5c(c4)OCCO5)ccc3n2C)c1 | 23 | 8 | -3 | -2 | 0 | -4 | 8 | . | -1

Gathered by group: the entries above with two or more sulfur atoms
SMILES | PREPL inh | PAFAH1B3 FP inh | LYPLA1 counter | pPAFAH inh | PAFAH2 FP inh | LYPLA2 counter | ZTA DNA inh | EBNA-1 inhibitor | PAFAH1B2 FP inh
COc1ccc(C(=O)Nc2nnc(Cc3cccs3)s2)cc1OC | -6 | 0 | -4 | 2 | 2 | -6 | 12 | 30* | 0
O=C(CSc1nc2ccccc2nc1SCC(=O)N1CCCCC1)N1CCCCC1 | 4 | 17 | -2 | 1 | 0 | 1 | 7 | -21 | -3
CCOC(=O)c1sc2nc(SCC#N)n(CC3CCCO3)c(=O)c2c1C (configuration not stated) | 14 | 4 | -2 | 0 | -6 | -1 | 5 | 2 | 4
O=c1c2c3c(sc2n2c(=S)[nH]nc2n1-c1ccccc1)CCC3 | 0 | . | 0 | 4 | . | 0 | 4 | -4 | .
CC(=O)c1ccc(NC(=O)CSc2nnc(NC(=O)C3CC3)s2)cc1 | -5 | 7 | 1 | 5 | -3 | 2 | 13 | 5 | 4
NC(=O)c1c(N)sc(=S)n1CC1CCCO1 (configuration not stated) | 13 | 8 | 0 | 0 | 0 | -2 | -1 | 3 | 1
CN(c1ccc(OCC(=O)N2CCCCC2)cc1)S(=O)(=O)c1cccs1 | -5 | 10 | 1 | -8 | -3 | 1 | -15 | 5 | 4
